# LAP4-GFP MLPCN = yeast TOR pathway LAP4-GFP modulation; 0.34% of 320,000 active; GFP response vs DMSO, % at 10 µM; AID 2023; S. cerevisiae LAP4-GFP multiplex, flow cytometry GFP, 3 h; median GFP as percent of DMSO wells;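 active means GFP response vs DMSO above a set limit, about the screen mean plus 3 SD, cut at about 150% in these data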
# AHR activator = activates the human aryl hydrocarbon receptor | 2.5% of 320,000 active | P35869 | activation, % at 5 µM | AHR-responsive luciferase reporter cells, luminescence | AID 2796; in the data active means activation above about 47%;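 further: 0% = vehicle wells and 100% = reference agonist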
# proCasp3 act = activates human procaspase-3; P42574; activation, % at 8.5 µM; 0.11% of 330,000 active; AID 463141; recombinant procaspase-3 D3A, Ac-DEVD-pNA absorbance 405 nm;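 active means activation above the mean of all tested compounds plus 3 SD, cut at about 21% in these data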;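 further: 0% = DMSO alone and 100% = DMSO wells spiked with extra 5 µM PC-3 D3A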
# Target sequence (P42574 whole entry D9A/D28A/D175A): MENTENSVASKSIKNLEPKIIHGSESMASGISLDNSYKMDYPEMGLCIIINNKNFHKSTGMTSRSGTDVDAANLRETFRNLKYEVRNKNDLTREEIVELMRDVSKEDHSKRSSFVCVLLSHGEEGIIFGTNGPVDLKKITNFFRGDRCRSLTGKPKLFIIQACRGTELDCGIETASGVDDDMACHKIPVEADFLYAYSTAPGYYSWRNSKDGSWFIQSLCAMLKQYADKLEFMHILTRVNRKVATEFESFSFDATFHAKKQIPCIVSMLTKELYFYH
#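 Test system: Procaspase-3 D3A mutant, all three cleavage aspartates alanine | Dosing: Single dose, 8.5 µM nominal compound, 0.8% DMSO | Schedule: 1 h preincubation, 2 h reaction | Technique: 405 nm absorbance of p-nitroaniline, reads at 0 and 120 min | Repeats: One well per compound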
# AGP1 TOR yeast = yeast TOR pathway AGP1-GFP modulation; S. cerevisiae AGP1-GFP multiplex flow cytometry, 3 h; GFP as percent of DMSO wells; 0.02% of 320,000 active; GFP response vs DMSO, % at 10 µM;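 active means GFP response relative to DMSO above a set limit, near screen average plus 3 SD, cut at about 150% in these data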;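 further: median GFP channel fluorescence of the gated AGP1 strain per well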
# RPL19A TOR yeast = yeast TOR pathway RPL19A-GFP modulation; S. cerevisiae RPL19A-GFP strain, flow cytometry, 3 h; stronger effect = lower value; percent response vs DMSO, % at 10 µM; 0.3% of 330,000 active; AID 2025;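 active means percent response vs DMSO below 50%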;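 further: median channel GFP fluorescence of the barcoded RPL19A-GFP strain; ratio of sample median GFP to plate DMSO average so 100% = DMSO; lower means less RPL19A-GFP as with rapamycin TOR inhibition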
# MEP2-GFP yeast = yeast TOR pathway MEP2-GFP modulation. S. cerevisiae MEP2-GFP strain, flow cytometry GFP, 3 h; 100% = DMSO control level. 0.51% of 330,000 active. AID 2016. GFP response vs DMSO, % at 10 µM;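 active means GFP response versus DMSO above a set limit, roughly screen mean plus 3 SD, cut at about 180% in these data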;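 further: median GFP fluorescence of the barcode-gated MEP2-GFP cells per well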
# CIT2-GFP yeast = modulators of TOR pathway CIT2-GFP in S. cerevisiae | 0.065% of 320,000 active | GFP response vs DMSO, % at 10 µM | S. cerevisiae CIT2-GFP strain, flow cytometry, 3 h; 100 means same as DMSO wells;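 active means GFP response relative to DMSO above a set limit, near the screen mean plus 3 SD, cut at about 150% in these data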;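 further: ratio of well median GFP fluorescence to mean of DMSO wells on the plate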
# procasp7 counter = activates human procaspase-7, counter-screen for procaspase-3 activators; P55210; recombinant procaspase-7, Ac-DEVD-pNA absorbance 405 nm; D23A/D198A/D206A triple mutant, cannot self-cleave; scale: DMSO 0, 5 µM enzyme 100; activation, % at 8.5 µM; 0.093% of 330,000 active; AID 463210;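 active means percent activation above the screen-wide mean plus 3 SD, cut at about 25% in these data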
# Target sequence (P55210 whole entry D23A/D198A/D206A): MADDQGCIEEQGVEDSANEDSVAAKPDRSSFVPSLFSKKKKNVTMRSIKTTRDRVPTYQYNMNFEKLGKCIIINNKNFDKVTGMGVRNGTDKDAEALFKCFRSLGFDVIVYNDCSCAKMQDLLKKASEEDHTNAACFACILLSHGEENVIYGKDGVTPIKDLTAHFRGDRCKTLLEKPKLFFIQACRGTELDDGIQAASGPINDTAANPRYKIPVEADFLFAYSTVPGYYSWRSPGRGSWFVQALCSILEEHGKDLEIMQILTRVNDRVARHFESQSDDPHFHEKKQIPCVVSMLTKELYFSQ
#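 Assay system: Uncleavable procaspase-7 mutant enzyme | Input: 2 µM procaspase-7 mutant as dispensed | Timing: 1 h compound preincubation, 2 h substrate cleavage, 25 °C | Repeats: One well per compound | Control set: DMSO wells as 0%, DMSO with 5 µM added PC-7 as 100% | Technique: Epi-absorbance of released pNA at 405 nm, two timepoints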
# Active calls of the source: *; x = not tested or not shown; & = joins results of further samples. An excerpt. The share of hits here may be higher or lower than overall.
SMILES,LAP4-GFP MLPCN,AHR activator,proCasp3 act,AGP1 TOR yeast,RPL19A TOR yeast,MEP2-GFP yeast,CIT2-GFP yeast,procasp7 counter
Nc1ccc(C2(c3ccc(N)cc3)CN3CCC2CC3)cc1,93,1,1,84,91,95,86,6
CC(=O)Nc1ccc(OC(=O)N(C)C)cc1,109,-3,0,108,102,108,113,-10
Cc1nn(Cc2ccccc2Cl)c(C)c1C(=O)OCC(=O)N1CC(C)OC(C)C1 (stereo not given),92,52*,9,97,101,107,100,3
Cc1c(C(c2ccccc2Cl)c2c(O)c3ccccc3oc2=O)c(=O)n(-c2ccccc2)n1C (stereo not given),107,4,2,93,95,121,90,-15
O=Cc1c(C(=O)O)n(Cc2ccc(F)cc2Cl)c2ccccc12,94,x,x,94,108,109,97,x
COC(=O)C1=C(c2ccc(F)cc2F)C[C@@H]2CC[C@H]1N2C(=O)N1CCC(C)CC1,99,0,-7,99,96,96,95,12
COc1cccc(C2C([N+](=O)[O-])=C(N)Oc3c2c(=O)oc2ccccc32)c1 (stereo not given),98,1,-15,97,100,98,104,-23
CCC(=NCc1ccco1)c1c(O)n(Cc2ccccc2)c(=O)[nH]c1=O,104,0,-8,101,101,103,98,-14
CC(Cc1ccccc1Sc1ccccc1O)N(C)C (stereo not given),95,0,3,95,97,95,98,9
COC(=O)C1=COC(C)C2CN3CCC4(C(=O)Nc5ccccc54)C3CC12 (stereo not given),108,1,0,105,99,108,107,-1
Clc1cccc(Cl)c1C1N2CCCN12 (stereo not given),104,7,-10,98,101,106,93,-4
CC(C)CNP(=S)(c1ccccc1)C(C)(C)C (stereo not given),106,0,4,102,101,95,104,-5
CCCCN1C(=O)/C(=C/c2ccc(N(C)C)cc2)C(=O)N(Cc2ccco2)C1=O,91,2,-16,93,97,97,x,2
Cn1c(=O)[nH]c2nncnc2c1=O,124,2,-2,115,98,103,103,-4
C/C(=N\Nc1cccc2ccccc12)c1c(O)n(Cc2ccccc2)c(=O)[nH]c1=O,80,51*,-29,71,115,86,94,-27
COCCNC(=O)N1[C@H]2CC[C@@H]1C(C(=O)OC)=C(c1ccc(OC(F)(F)F)cc1)C2,100,-1,1,101,102,94,95,-10
CCOc1nc(NC(C)C)nc(N2CC3CC(C2)c2cccc(=O)n2C3)n1 (stereo not given),94,-1,5,103,104,98,102,0
Cc1ccc(/C=C2\C(=O)NC(=O)N(CC3CCCO3)C2=O)s1 (stereo not given),191*,3,-24,76,88,84,54,-20
OC12ONC(c3ccccn3)C1N1CCC2CC1 (stereo not given),115,5,-5,100,104,111,100,-4
Cn1c(=O)c2nncnc2n(C)c1=O,108,-1,4,114,107,108,113,11
COc1ccc(Cl)cc1N=Cc1c(O)n(C)c(=O)n(C)c1=O,98,7,1,93,106,108,102,4
O=C(c1ccccc1)c1cn(CC(=O)N2CCCc3ccccc32)c2ccccc12,96,4,5,99,99,95,98,-1
COc1cc2nc(N3CCN(C(=O)[C@@H]4CCCO4)CC3)nc(N)c2cc1OC,111,6,3,94,101,97,96,2
CCSC1=NN1c1cc(C)nc(N)n1,107,1,3,102,103,103,103,-3
CCOC(=O)CC1=C(C(=O)OCC)C2(C(=O)Nc3ccccc32)C(C#N)=C(N)O1 (stereo not given),108,12,4,101,95,101,88,-10
Clc1ccc(NC2=NCCCS2)cc1Cl,100,-1,1,97,94,98,97,1
CCN1CCN(Cc2cc(OC)c(OC)cc2[N+](=O)[O-])CC1,93,2,-2,97,95,96,99,-9
Cc1cccc(C(=O)Nc2ccc(Cl)cc2C(=O)c2ccccc2)c1,108,3,15,103,100,105,102,8
O=P(c1ccccc1)(c1ccccc1)N1CCCCC1,95,-1,1,100,98,98,102,1
COC(=O)C(O)(c1cn(C)c2ccccc12)C(F)(F)F (stereo not given),96,3,-2,99,x,98,93,0
COc1ccccc1C(=O)Nc1ccc2c(c1)CC1(C(=O)N(C)C(=O)N(C)C1=O)C1CCCN21 (stereo not given),91,18,-1,103,101,105,101,4
CCN1C[C@]2(CO)CC[C@H](OC)[C@@]34C5C[C@H]6[C@H](OC)C5[C@](O)(C[C@H]6OC)[C@@H](C(OC)C23)[C@@H]14 (stereo not given in full),103,0,11,104,99,100,104,-7
Cc1cccc(CNCCc2c[nH]c3ccccc23)c1,83,12,2,97,104,100,102,-6
CCOc1ccccc1N1C(=O)NC(=O)C(CCc2ccncc2)(CCc2ccncc2)C1=O,x,4,-5,93,92,86,96,-2
CCOC(=O)N(CC)c1ccc(C(O)(C(=O)OCC)C(F)(F)F)cc1 (stereo not given),87,0,1,89,90,86,89,4
CCOC(=O)c1nsnc1NCCCl,96,0,-1,103,100,96,100,10
CN(C)C(=O)CSc1nnc([C@@H](N)Cc2ccccc2)o1,92,2,0,101,95,98,98,-2
Cc1cc(C)cc(-n2c(C)cc(/C=C3\C(=O)NC(=O)N(C)C3=O)c2C)c1,99,0,-4,90,101,90,90,-8
CC(C)CCCn1c(O)c(/C=C2/C=CC=N2)c(=O)[nH]c1=O,92,3,-9,102,104,102,103,-10
O=C(c1ccc(-c2ccccc2)cc1)C1CCCN(Cc2ccn[nH]2)C1 (stereo not given),98,25,0,91,99,104,97,-1
CCC(=O)N1CC(=O)Nc2ccc(F)cc2C1c1ccc(F)cc1 (stereo not given),101,1,1,101,98,102,98,-4
O=c1cccc2n1CC1CC2CN(c2ncnc3c2cnn3-c2ccc(Cl)cc2)C1 (stereo not given),106,8,-9,101,102,113,87,12
OC(c1ccccc1)(c1ccccc1)C1CN2CCC1CC2 (stereo not given),93,1,3,98,113,97,110,0
CCN(CC)CCCOC(=O)C(OC)(c1ccccc1)c1ccccc1,105,2,5,102,97,96,102,5
COC(=O)C1=C(c2cccc(OCc3ccccc3)c2)C[C@@H]2CC[C@H]1N2C(=O)NCc1ccc(N(C)C)cc1,106,0,-2,107,100,104,107,3
Cc1nn(Cc2ccccc2)c(C)c1C(=O)O,80,-1,4,74,82,87,89,2
C#CCN1CCN(c2cccc(C(F)(F)F)c2)CC1,103,0,4,108,101,91,105,4
CS(=O)(=O)N1CCN(C(=N)N[N+](=O)[O-])CC1,99,1,0,110,102,102,93,11
COc1ccc(CCNCc2ccncc2)cc1OC,102,0,-11,104,102,102,102,-6
CC(=O)N1CCN(c2ccc(N=Cc3c(O)n(-c4ccc(Cl)cc4)c(=O)[nH]c3=O)cc2)CC1,103,2,-9,107,98,104,108,-8
C[N+](C)(C)CCOC(=O)CBr,94,-2,6,83,97,94,72,-12
c1cc2n(c1)-c1c(ccc3c1OCO3)CNC2c1ccc2c(c1)OCO2 (stereo not given),92,13,-6,96,96,94,93,3
Cc1ccccc1NC(=O)COC(=O)c1cc(C)n(C2CC2)c1C,103,0,1,88,92,99,85,7
COc1ccc(-c2cc(C(=O)N3CCC4(CC3)OCCO4)c3ccccc3n2)cc1,100,4,8,100,101,102,103,2
O=c1[nH]c(=S)n(-c2ccc(Br)cc2)c(O)c1C=Nc1ccc(N2CCOCC2)cc1,101,5,-26,104,102,105,104,-35
CCOC(=O)C1CCN(Cc2ccc(Cl)nc2)CC1,88,5,-3,20,102,107,69,8
CCN(CC)C(=O)c1ccc(NC(=O)c2cccc(C(F)(F)F)c2)cc1,104,-2,3,103,102,100,96,0
Cc1ccc(/C=C2\C(=O)NC(=S)N(c3ccc(F)cc3)C2=O)s1,237*,5,-16,81,81,96,66,-25
Cc1cc(/C=C2\C(=O)NC(=O)N(Cc3ccccc3)C2=O)c(C)n1C1CC1,93,18,-4,98,101,100,100,-12
ClC1=CCC2CN(CCN3CCCCC3)CC2C1 (stereo not given),102,1,-2,97,100,110,101,4

# Pulled by structure from the list above (five):
SMILES,LAP4-GFP MLPCN,AHR activator,proCasp3 act,AGP1 TOR yeast,RPL19A TOR yeast,MEP2-GFP yeast,CIT2-GFP yeast,procasp7 counter
CC(=O)N1CCN(c2ccc(N=Cc3c(O)n(-c4ccc(Cl)cc4)c(=O)[nH]c3=O)cc2)CC1,103,2,-9,107,98,104,108,-8
CCN(CC)C(=O)c1ccc(NC(=O)c2cccc(C(F)(F)F)c2)cc1,104,-2,3,103,102,100,96,0
ClC1=CCC2CN(CCN3CCCCC3)CC2C1 (stereo not given),102,1,-2,97,100,110,101,4
C[N+](C)(C)CCOC(=O)CBr,94,-2,6,83,97,94,72,-12
Cc1ccccc1NC(=O)COC(=O)c1cc(C)n(C2CC2)c1C,103,0,1,88,92,99,85,7

# Later entries.
SMILES,LAP4-GFP MLPCN,AHR activator,proCasp3 act,AGP1 TOR yeast,RPL19A TOR yeast,MEP2-GFP yeast,CIT2-GFP yeast,procasp7 counter
O=c1cc(C2CCNCC2)[nH][nH]1,89,-2,-22,93,97,96,98,-6
Cn1c(O)c(/C=N/c2ccccn2)c(=O)n(C)c1=O,100,0,4,103,95,97,99,-17
CNC(C)(C)Cc1ccccc1,89,-3,-4,93,102,99,89,6
CN1C2c3ccccc3C3C4c5ccccc5C(C31)C(C2[N+](=O)[O-])N4C (stereo not given),95,1,2,96,101,105,108,2
O=C1NC(=O)C(=Cc2cn(CCOc3ccc4c(c3)OCO4)c3ccccc23)C(=O)N1,107,-1,-1,98,103,117,97,-2
CCC[N+]12CCC(CC1)C(C(O)(c1ccccc1)c1ccccc1)C2 (stereo not given),111,1,-1,105,98,105,107,-2
Cc1cc(C=C2C(=O)N(C)C(=S)N(C)C2=O)c(C)n1-c1ccncc1,157*,7,1,105,84,108,59,-4
Cc1ccc(S(=O)(=O)N2CN3CCN(C3)C2)cc1,102,1,8,103,102,103,102,13
O=c1[nH]c(=S)[nH]c(O)c1N=Nc1ccc(OC(F)F)cc1,99,2,16,105,105,109,102,0
Cc1ccc(S(=O)(=O)Cc2ccc(C(=O)N3CCC4(CC3)OCCO4)o2)cc1,96,1,-5,94,92,96,93,-8
Cc1cc([P+](=O)O)c(C)n1-c1ccc(Br)cc1,95,44,4,99,102,101,98,0
CCC(=NCCc1ccccc1)c1c(O)n(C2CCCCC2)c(=O)[nH]c1=O,100,1,-8,101,96,112,101,9
O=C(CCN1CCCCC1)NCC(=O)Nc1ccc(Br)cc1C(=O)c1ccccc1,99,3,0,x,94,104,92,2
Fc1ccccc1CCNCc1cccc(Cl)c1Cl,99,-3,-9,109,99,107,111,9
Cc1cc(NC(=O)CCl)nn1C,99,0,4,96,94,96,90,8
CC(C)C1(C)N=C(c2ncccc2C(=O)O)NC1=O (stereo not given),94,-2,3,100,99,102,96,0
N#Cc1ccccc1Cn1cc(C(=O)C2CC2)c2ccccc21,101,4,7,97,97,102,93,2
CCC(=Nc1ccc(OC)cc1OC)c1c(O)n(C)c(=O)n(C)c1=O,98,10,-6,99,93,108,87,-11
Cc1ccc(NC(=O)[C@@H](NC(=O)N2C[C@H]3C[C@@H](C2)c2cccc(=O)n2C3)C(C)C)cc1,101,0,14,103,97,116,100,3
COc1cc2nc(N3CCN(C(=O)C4CCCO4)CC3)nc(N)c2cc1OC (stereo not given),89&108,8&1,-2&3,93&100,98&98,91&98,90&95,-12&0
O=C1NC(=O)C(CCc2ccncc2)(CCc2ccncc2)C(=O)N1C1CCCCC1,101,7,2,106,100,107,102,3
O=c1[nH]c(=O)n(CCc2ccccc2)c(O)c1C=NC1CC1,98,12,4,100,104,101,94,5

# Screens deposited in PubChem BioAssay by several laboratories.
